Screening data: PubChem BioAssay, Sanford-Burnham Center for Chemical Genomics
H9c2 TAG inh – triacylglycerol accumulation inhibition | H9c2 cells, Nile Red lipid (TAG) fluorescence; cells loaded with 200 µM oleic acid | inhibition, % at 12.5 µM | actives 0.66% (n = 230,000);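 active = pattern-corrected inhibition of lipid staining of at least 50% with the nuclear-stain viability signal not falling by more than 50%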;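 note: 0% = DMSO wells and 100% = triacsin C control wells; some results filed as inactive read as strong as hits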
H9c2 TAG inh DAPI viability – further read-out of H9c2 TAG inh, marked with its call; DAPI nuclei signal change (viability), lower = more cytotoxic, %;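 whole-well DAPI fluorescence read on a plate reader as a viability signal; minus 50 percent equals half of cells still viable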
* = called active by the depositor. Not all compounds are listed; the hit share may differ from the screen's.

SMILES	H9c2 TAG inh	H9c2 TAG inh DAPI viability
CCCCNC(=O)C1(C)CCN1Cc1ccc(C(=O)OCC)cc1 (stereo not drawn)	3	0
Cc1ccc([C@H]2N[C@]3(CCCN(Cc4ccccc4)C3=O)[C@H]3C(=O)N(Cc4ccccc4)C(=O)[C@@H]23)cc1	-22	2
O=C(NCc1ccc2c(c1)OCO2)c1cccc(F)c1	-13	-9
O=C(CCc1ccccc1)NNC(=O)COc1ccc(Cl)cc1	12	-3
C=CCn1c2ccccc2c2nnc(SCC(=O)O)nc21	14	-14
COc1ccc(S(=O)(=O)Nc2ccccc2C(=O)NC2CC2)cc1NC(C)=O	-11	-1
CC(=O)NC(c1ccccc1)c1c(O)ccc2ccccc12 (stereo not drawn)	0	-5
CC1(CCOCc2ccccc2)NC(=O)NC1=O (stereo not drawn)	-1	7
COc1ccccc1CNC(=O)C1CC2Cn3c(nc4cc(Cl)c(Cl)cc43)C2N1C (stereo not drawn)	-3	-7
O=C(COC(=O)c1cccnc1Cl)NCCC1=CCCCC1	17	-3
CC1CC(C)CN(C(=O)COC(=O)/C=C/c2ccco2)C1 (stereo not drawn)	8	-2
CS(=O)(=O)c1ccc(NC(=O)c2cccc(-n3cnnn3)c2)cc1	-12	8
COc1cc(OC)c(NC(=S)NCc2ccccc2)cc1Cl	6	7
Cc1ccc(-n2nnnc2SCC(=O)NC(C(=O)O)(c2ccccc2)c2ccccc2)cc1C	0	-6
O=C(O)c1ccc(N2CCOCC2)c(N2C(=O)C3C4C=CC(C4)C3C2=O)c1 (stereo not drawn)	-9	3

Next part; the last 2 above are carried over.
SMILES	H9c2 TAG inh	H9c2 TAG inh DAPI viability
Cc1ccc(-n2nnnc2SCC(=O)NC(C(=O)O)(c2ccccc2)c2ccccc2)cc1C	0	-6
O=C(O)c1ccc(N2CCOCC2)c(N2C(=O)C3C4C=CC(C4)C3C2=O)c1 (stereo not drawn)	-9	3
O=C(O)CSc1nnc(-c2cccc(S(=O)(=O)N3CCOCC3)c2)n1-c1cccc(Cl)c1	4	0
Cc1ccc(CN2C(=O)C(CC(C)C)Nc3ncnc(N4CCN(c5ccccn5)CC4)c32)cc1 (stereo not drawn)	-7	-3
CC(=O)c1cnc2c(-c3ccc(Cl)cc3)c(C)nn2c1C	16	1
O=C(Nc1nc(-c2ccc(F)cc2)cs1)c1cccc(N2C(=O)CCC2=O)c1	14	7
CCN(CC)C(=O)CSc1nc2cc3c(cc2c(=O)n1Cc1ccc(OC)cc1)OCO3	-25	14
CCN(CC)c1ccc(NC(=O)c2cccc(F)c2)c(C)c1	30	-18
O=c1ccn([C@@H]2O[C@H](CNS(=O)(=O)c3csc(-c4ccno4)c3)[C@@H](O)[C@H]2O)c(=O)[nH]1	-5	-8
NS(=O)(=O)c1ccc(CNC(=O)CCSCCC(=O)NCc2ccc(S(N)(=O)=O)cc2)cc1	-6	-2
Cc1csc(=O)n1CCC(=O)OCC(=O)NCc1ccc(F)cc1	2	8
CN(CC(=O)Nc1ccccc1Cl)CC(=O)Nc1ccccc1[N+](=O)[O-]	-17	2
O=C(O)CCC(=O)Nc1cccc(C(=O)Nc2cccc(Cl)c2)c1	4	-8
COc1cccc(C(CNC(=O)c2ccc(Cl)c(S(=O)(=O)N3CCCC3)c2)N(C)C)c1 (stereo not drawn)	-19	4
Cc1cc(C(=O)CN2C(=O)NC3(CCCCC3)C2=O)c(C)n1C	14	8
CC(=O)Nc1ccc(S(=O)(=O)NNC(=O)CCC(=O)NCc2ccccc2)cc1	-38	-6
CCOC(=O)[C@@H]1[C@H]2COc3ccccc3[C@@H]2N2C(=O)N(c3cccc(C)c3)C(=O)[C@]12C	10	2

Filtered by structure: the entries above with an aryl methoxy group
SMILES	H9c2 TAG inh	H9c2 TAG inh DAPI viability
COc1ccc(S(=O)(=O)Nc2ccccc2C(=O)NC2CC2)cc1NC(C)=O	-11	-1
COc1ccccc1CNC(=O)C1CC2Cn3c(nc4cc(Cl)c(Cl)cc43)C2N1C (stereo not drawn)	-3	-7
COc1cc(OC)c(NC(=S)NCc2ccccc2)cc1Cl	6	7
CCN(CC)C(=O)CSc1nc2cc3c(cc2c(=O)n1Cc1ccc(OC)cc1)OCO3	-25	14
COc1cccc(C(CNC(=O)c2ccc(Cl)c(S(=O)(=O)N3CCCC3)c2)N(C)C)c1 (stereo not drawn)	-19	4

The main list resumes; the six compounds before the break are reprinted first.
SMILES	H9c2 TAG inh	H9c2 TAG inh DAPI viability
CN(CC(=O)Nc1ccccc1Cl)CC(=O)Nc1ccccc1[N+](=O)[O-]	-17	2
O=C(O)CCC(=O)Nc1cccc(C(=O)Nc2cccc(Cl)c2)c1	4	-8
COc1cccc(C(CNC(=O)c2ccc(Cl)c(S(=O)(=O)N3CCCC3)c2)N(C)C)c1 (stereo not drawn)	-19	4
Cc1cc(C(=O)CN2C(=O)NC3(CCCCC3)C2=O)c(C)n1C	14	8
CC(=O)Nc1ccc(S(=O)(=O)NNC(=O)CCC(=O)NCc2ccccc2)cc1	-38	-6
CCOC(=O)[C@@H]1[C@H]2COc3ccccc3[C@@H]2N2C(=O)N(c3cccc(C)c3)C(=O)[C@]12C	10	2
CCOC(=O)c1[nH]c(C)c(CCC(=O)O)c1C	-23	14
O=c1c(Cl)c(N2CCNCC2)cnn1C12CC3CC(CC(C3)C1)C2	-5	1
COc1ccc(-c2ccnc(SCC(=O)N3CCN(c4ccccc4)CC3)n2)cc1	-7	8
Cc1cc(N(CC(=O)NC2CC2)S(C)(=O)=O)ccc1Br	-1	11
CC(C)(C)n1nc2c(c1NC(=O)Cc1ccc(Cl)cc1)CS(=O)(=O)C2	-11	0
CC1CC(C)CN(S(=O)(=O)N2CCC(C(=O)NCCC3=CCCCC3)CC2)C1 (stereo not drawn)	5	-17
O=C(NCCc1cccnc1)c1cc(COc2ccc(F)cc2Cl)on1	35	-3
NS(=O)(=O)c1ccc(CCNC(=O)[C@@H]2CCCN2S(=O)(=O)c2ccccc2F)cc1	4	3
COc1cc2c(cc1OC)C1(CCCCC1)CN(C)C2	-1	10
O=C(c1cccc(S(=O)(=O)N2CCOCC2)c1)N(CCO)Cc1ccccc1	11	-4
CCN(C(=O)CN1CCN(c2cccc(C(F)(F)F)c2)CC1)c1c(N)n(Cc2ccccc2)c(=O)[nH]c1=O	0	-8
CCc1nn(CC(=O)NCCCN(CC)CC)c(=O)c2cc3sc(C)cc3n12	-5	0
COC(=O)CCCNc1ncccc1[N+](=O)[O-]	1	-1
CCn1c(SCC(=O)Nc2ncc(C(F)(F)F)cc2Cl)nnc1-c1ccccc1	-28	11
Cc1ccccc1NS(=O)(=O)c1ccc(C(=O)OCC(=O)NCC(C)C)cc1	1	0
COc1ccc(S(=O)(=O)NCCSCc2ccco2)cc1	-8	-8
CCC(=O)N1CCc2cc(S(=O)(=O)NC(C(=O)NC(C)c3ccccc3)C(C)C)ccc21 (stereo not drawn)	40	-1
CCCSc1ccc([C@H]2N[C@@](Cc3ccccc3)(C(=O)OC)[C@H]3C(=O)N(C)C(=O)[C@@H]23)cc1	-1	4
Cc1ccc(/C=N/NC(=O)CNC(=O)COc2ccc(Cl)cc2)o1	12	5
COc1cc(/C=N/c2oc(C)c(C)c2C#N)cc(Br)c1O	17	-5
COc1ccc(-c2ccc(C(=O)NCC(C)C)c3occc23)c(C)c1	-28	0
Cc1nnc(SCc2ccc(C(=O)O)cc2)s1	-5	-1
O=C(CCN1C(=O)c2ccccc2C1=O)Nc1nc2ccccc2s1	-6	4
COc1cc(C(c2sc3nc(C)nn3c2O)N2CC(C)CC(C)C2)cc(OC)c1OC (stereo not drawn)	15	-6
NC(=O)CC(NC(=O)Cc1cccc2ccccc12)c1ccc(N2CCCCCCC2)c([N+](=O)[O-])c1 (stereo not drawn)	-48	-7
O=C(NNC(=O)c1ccc2ccccc2c1)c1cccc(F)c1	-6	1
Cc1cccc(Oc2nc(-c3cccc([N+](=O)[O-])c3)nc3ccccc23)c1C	26	-9
C=CCN1CCN(c2ccncc2S(=O)(=O)N2CCN(C)CC2)CC1	5	2
COc1cc(C(C)=O)ccc1OCC(=O)c1cc(C)n(C2CC2)c1C	-6	-1
c1ccc(Oc2cccc(OCCCCSc3ncccn3)c2)cc1	20	-9
CC(=O)N/C(=C\c1ccccc1)C(=O)OCc1ccc(F)cc1	-8	5
CC1(C)CC(=O)C=C(c2ccc3ccccc3c2)C1	8	-2
CCC(C(=O)OCC(=O)Nc1ccc(C)c(S(=O)(=O)N2CCOCC2)c1)c1ccccc1 (stereo not drawn)	-23	4
N#C/C(=C\c1c(N2CCCCCC2)nc2ccccn2c1=O)C(=O)NCc1ccco1	-17	-2
COc1cc2c(cc1OC)CN(C(=O)c1ccc(N3CCCC3)c([N+](=O)[O-])c1)CC2	1	0
O=C(CCNC(=O)c1ccccc1Cl)OCC(=O)c1ccccc1	0	-7
O=C(NC1CCCCC1)N1CCN(Cc2nc3ccccc3c(=O)[nH]2)CC1	-2	-10
CCOc1ccc(N2C(=O)CC(SCCN)C2=O)cc1 (stereo not drawn)	5	-7
COc1cc(/C=C/C(=O)O)cc(S(=O)(=O)NCCCO)c1OC	-13	7
COC(=O)Nc1ccc(S(=O)(=O)N2CCCC(C(=O)N3CCCCC3)C2)cc1 (stereo not drawn)	-22	7
Cc1cccc(CC(=O)OCn2nnc3ccccc3c2=O)c1	2	-3
COc1ccccc1CCNC(=O)c1cc(-c2ccccn2)nc2ccccc12	12	4
c1csc(C(c2nnnn2C2CCCCC2)N2CCN(c3nc4ccccc4s3)CC2)c1 (stereo not drawn)	-6	4
COc1ccc(NC(=O)COc2ccc(-n3cnnn3)cc2)cc1OC	-23	-2
C=Cc1ccc(CC2(C)C(=O)Nc3c(Cl)cccc32)cc1 (stereo not drawn)	-22	6

Three structures from above, ordered by number of heavy atoms, low to high.
SMILES	H9c2 TAG inh	H9c2 TAG inh DAPI viability
c1ccc(Oc2cccc(OCCCCSc3ncccn3)c2)cc1	20	-9
O=C(NCCc1cccnc1)c1cc(COc2ccc(F)cc2Cl)on1	35	-3
COc1cc(C(c2sc3nc(C)nn3c2O)N2CC(C)CC(C)C2)cc(OC)c1OC (stereo not drawn)	15	-6

Next records.
SMILES	H9c2 TAG inh	H9c2 TAG inh DAPI viability
CCCCOc1ccc(CC2CCC(=O)NC2=O)cc1 (stereo not drawn)	-17	5
Cc1ccc(C(=O)N2CCN(CCNC(=O)C(=O)Nc3ccc(Cl)cc3)CC2)cc1	-6	-2
NC(=O)[C@H](Cc1cc2ccccc2s1)NC(=O)[C@@H]1CC2(CC(c3cccc(NC(=O)[C@@H]4CCC(=O)N4)c3)=NO2)CN1C(=O)/C=C/c1c(F)cccc1Cl (stereo partly drawn)	32	1
COc1cccc(NC(=O)C2(C)CCCN2C(=O)C(C)C)c1OC (stereo not drawn)	-14	5
Cc1cccc(C)c1NC(=S)N1CC(C)OC(C)C1 (stereo not drawn)	-21	-5
O=C1CC(c2ccco2)CC(O)=C1C=Nc1cc(Cl)ccc1O (stereo not drawn)	1	17
Cc1ccc2c(cnn2C(=O)CCC(=O)NCc2ccccc2Cl)c1	-3	-13
COc1cc(CN2C[C@@H](CO)O[C@@H](n3cnc4c(N(C)C)ncnc43)C2)cc(OC)c1OC	4	3
COC(=O)C1=C(C)N(C(C)c2ccccc2)C(=O)/C1=C\c1ccco1 (stereo not drawn)	-9	4
O=C(Nc1ccc2c(c1)OCO2)c1cc(C2CCCCN2C(=O)c2ccccc2)on1 (stereo not drawn)	2	-7
O=C(NC1CC1)c1ccc(CS(=O)(=O)c2c(Cl)cccc2Cl)o1	-7	-8
COc1ccc(CNC(=O)CCS(=O)(=O)Cc2cccc(Cl)c2)c(OC)c1	-8	1
COc1ccc(NC(=O)COc2coc(CN3CCc4ccccc43)cc2=O)cc1	11	-4
O=C(NCc1ccc(C(F)(F)F)cc1)C1CC(c2cccc(F)c2)=NO1 (stereo not drawn)	-14	-1
N#Cc1c(SCc2ccccc2)sc(C(=O)c2ccccc2)c1N	-7	-6
Cc1ccc(C)c(SCc2noc(C(=O)NCC3CCCO3)c2C(=O)O)c1 (stereo not drawn)	-4	-3
COc1ccc(CNC(=O)C(c2ccco2)N(Cc2ccccc2)C(=O)Cc2cccs2)cc1 (stereo not drawn)	-5	-14
Cc1ccc(NC(=O)COC(=O)[C@H](C)NC(=O)c2ccccc2)cc1S(=O)(=O)N1CCOCC1	7	-6
O=C1N=C(O)CN1/N=C/c1ccc(-c2ccc([N+](=O)[O-])cc2)o1	-1	7
Cc1cc(NC(c2ccc(Cl)cc2)c2ccc3cccnc3c2O)no1 (stereo not drawn)	-50	-8
O=C(Nc1ccc(-n2cnnn2)cc1)C1CCC1	-17	-3
O=C(C[C@H]1C/C=C\CC[C@H](Cc2ccc(F)cc2)C(=O)O[C@H](c2ccccc2)CNC1=O)N[C@H](CO)Cc1ccccc1	13	-5
COc1ccc(C(=O)OCC(=O)NCc2ccc3c(c2)OCO3)cc1[N+](=O)[O-]	-10	5
CC(C)(C(=O)N1CCC1(C)C(=O)NS(=O)(=O)c1cccc(C#N)c1)c1ccccc1 (stereo not drawn)	8	12
CCN(CC)S(=O)(=O)c1ccc(N2CCOCC2)c(NC(=O)CC2OC(=O)c3ccccc32)c1 (stereo not drawn)	14	-8
COc1ccc(C(=O)OC(C)C(=O)NCC2CCCCC2)cc1S(=O)(=O)N1CCOCC1 (stereo not drawn)	2	-6
CN(C(=O)c1cccc(Nc2ccc(-c3ccc4c(c3)OCCO4)nn2)c1)C1CCCCC1	13	-5
CSc1nc2n(n1)C(c1cccs1)C1=C(CCCC1=O)N2 (stereo not drawn)	-6	4
